RXFP1 agonist = RXFP1 (human) receptor agonism; Q9HBX9; HEK293T-RXFP1 cAMP TR-FRET, 30 min; response scale: percent of porcine relaxin response, buffer zero; Potency, µM (series often up to 57.5 µM), for inactives: at the highest dose activation, actives largely listed as activators; hit rate 0.3% among 370,000; further: potency means the concentration at half of the fitted maximal effect; on the % scale 0 is the no-effect control and ±100 the full control effect; nearly all actives have a fitted effect of over 60% in size; many of its hits are not listed in these tables
Target sequence (Q9HBX9 whole entry, looked up): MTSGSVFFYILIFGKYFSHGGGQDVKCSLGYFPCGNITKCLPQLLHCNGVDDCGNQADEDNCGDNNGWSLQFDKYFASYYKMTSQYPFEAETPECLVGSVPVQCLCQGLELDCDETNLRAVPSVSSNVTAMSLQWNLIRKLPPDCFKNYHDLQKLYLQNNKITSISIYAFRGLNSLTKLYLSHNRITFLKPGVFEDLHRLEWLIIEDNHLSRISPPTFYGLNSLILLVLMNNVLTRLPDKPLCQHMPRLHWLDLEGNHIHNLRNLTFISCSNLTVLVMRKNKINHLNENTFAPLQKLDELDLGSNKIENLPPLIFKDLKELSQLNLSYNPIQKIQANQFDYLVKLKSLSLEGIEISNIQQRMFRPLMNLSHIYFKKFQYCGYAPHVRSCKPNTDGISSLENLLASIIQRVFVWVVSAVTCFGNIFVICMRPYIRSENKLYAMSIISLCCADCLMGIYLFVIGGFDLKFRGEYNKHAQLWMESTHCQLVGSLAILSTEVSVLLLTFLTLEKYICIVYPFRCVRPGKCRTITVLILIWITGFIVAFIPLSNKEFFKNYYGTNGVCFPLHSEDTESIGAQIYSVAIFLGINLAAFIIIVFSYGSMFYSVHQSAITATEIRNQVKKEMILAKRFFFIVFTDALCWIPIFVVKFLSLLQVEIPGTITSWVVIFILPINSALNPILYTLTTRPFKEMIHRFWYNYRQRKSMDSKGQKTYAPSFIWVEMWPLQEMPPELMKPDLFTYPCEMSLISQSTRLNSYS
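HEK293T cells stably expressing RXFP1 were pretreated with the PDE4 inhibitor Ro 20174, exposed to compounds for 30 min at 37C, lysed, and cAMP was read by TR-FRET. Data normalized to buffer (basal) and 29 nM porcine relaxin (100%).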
Vif-A3G inh = Vif-A3G binding inhibition; Q9HC16; HeLa A3G-eYFP + Vif (tagged APOBEC3G with the HIV-1 protein that degrades it), YFP fluorescence, overnight; Potency, µM (series often up to 46.1 µM), for the others: at the top dose activity, negative = active, hits mostly inhibitors; hit rate 0.076% among 410,000; AID 602310;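 further: potency means the concentration at half of the fitted maximal effect; on the % scale 0 is the no-effect control and ±100 the full control effect; nearly all actives have a fitted effect of over 60% in size; hits raise eYFP signal because A3G escapes Vif-driven loss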
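Read-out is eYFP fluorescence (Ex 488/Em 500-530) from Vif-expressing HeLa A3G-eYFP cells; more signal means A3G escaped Vif-mediated degradation. Cells plated overnight, compound pinned in, incubated overnight at 37 deg C.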
D1 PAM = enhances dopamine response at the human D1 receptor; potentiation, % at 10 µM; hit rate 0.036% among 360,000; HEK293 TREx D1 cells, calcium flux, dopamine EC20 potentiation; P21728; AID 504651; in the data active means potentiation above about 30%; further: 0% is about no effect
D1 antagonist = blocks dopamine activation of the human D1 receptor. P21728. HEK293 TREx D1 cells, calcium flux, dopamine EC80; hits give low values. activity change, negative = inhibition, % at 10 µM. hit rate 3.2% among 360,000. AID 504652; in the data active means activity change below about -30%; further: on the % scale 0 is the no-effect control and ±100 the full control effect
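After overnight tetracycline induction at 30 C, force-coupled D1 HEK293 cells took up a no-wash calcium dye at room temperature. Compounds were added and monitored 180 s, and the response to EC80 dopamine was then recorded.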
GRP78 ERSR act = ER stress response induction in glioma; U87-MG GRP78 promoter luciferase reporter, 16 h; Potency, µM, without a hit: at the top dose activation, usual class: activators; hit rate 0.02% among 420,000; further: potency means the concentration at half of the fitted maximal effect; series mostly up to about 76 µM; % of control where 0% means no effect; nearly all actives have a fitted effect of over 35% in size
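Stably transfected U87-MG human glioma cells carrying a GRP78-based luminescent sensor were seeded at 1000 cells/well, pin-dosed with compounds and incubated 16 h. Luciferase reagent was then added, and end-point luminescence was read after 10 min at room temperature.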
D1 agonist = activates the human D1 dopamine receptor; P21728; HEK293 T-REx D1 cells, calcium flux, agonist mode; activation, % at 2 µM; hit rate 1% among 360,000; AID 504660; in the data active means activation above about 30%; further: 0% is about no effect
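Tetracycline-induced HEK293 TREx D1 cells, force-coupled to calcium signalling, were dye-loaded with a no-wash calcium kit. Compound was pin-added after a 10 s baseline. Fluorescence was read kinetically at 1 cycle/s for 180 s, with calcium rises flagged as agonism.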
D2 PAM = positive allosteric modulators of human D2 dopamine receptor; potentiation, % at 10 µM; HEK293 T-REx D2, calcium flux, EC20 dopamine potentiation; AID 485347; hit rate 0.34% among 340,000;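 active means potentiation over 3 SD above the plate norm, cut at about 30% in these data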; further: 0% is about no effect
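Primary screen. Calcium kinetics in induced HEK293 T-REx D2 cells: compound pre-addition 180 s, EC20 dopamine, 180 s more.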
Vif-APOBEC3F blk = Vif-A3F binding inhibition | HeLa A3F-eYFP + Vif (tagged APOBEC3F with the HIV-1 protein that degrades it), YFP fluorescence increase | Potency, µM (top dose mostly 46.1 µM), inactives show top-dose activity, negative = active | hit rate 0.2% among 390,000 | AID 602313; further: potency means the concentration at half of the fitted maximal effect; % of control where 0% means no effect; nearly all actives have a fitted effect of over 65% in size
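Fluorescence increase (Ex 488/Em 500-530) after overnight compound treatment at 37 deg C flags inhibition of Vif-driven A3F-eYFP loss in stable HeLa A3F-eYFP/Vif cells seeded overnight beforehand.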
RXFP1 antagonist = RXFP1 (human) relaxin receptor antagonism | HEK293-RXFP1, relaxin-stimulated cAMP HTRF, 30 min; hits give low values | Q9HBX9 | hit rate 0.59% among 350,000 | activity change, negative = inhibition, % at 57.5 µM;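 active means activity change of -60% or lower, but not beyond a set lower limit; inconclusive means change between -60% and -40%, or beyond the set limit; inactive means change above -40%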; further: on the % scale 0 is the no-effect control and ±100 the full control effect
* = called active by the depositor; ? = inconclusive; · = not tested or not shown; & = joins results of further samples. Unless noted, the call rests on the fitted dose curve; in most records, active means well fitted curve in the direction sought with a large enough effect; inconclusive means small, poorly fitted or top-dose-only effect, or another doubt; inactive means no such curve, though single readings can be large; an effect the other way counts as inactive or inconclusive. The list is partial; count on the stated rates, not on these rows.

SMILES	RXFP1 agonist	Vif-A3G inh	D1 PAM	D1 antagonist	GRP78 ERSR act	D1 agonist	D2 PAM	Vif-APOBEC3F blk	RXFP1 antagonist
O=C(c1ccccc1)c1cccn1CC(=O)N1CCN(c2ccccc2)CC1	0.6%	2%	-2	-16	-2%	1	18	-2%	-4
COc1ccc(C)cc1NC(=O)CC(NC(C)=O)c1ccccc1 (stereo not drawn)	0.4%	0%	2	21	-5%	6	·	-3%	-3
CCOc1ccc(NC(=O)CCCc2nnc3n(C)c(=O)c4sccc4n23)cc1	?	1%	-2	8	-1%	-1	-3	5%	7
CC1C(=O)C(C)C(c2ccc(Br)cc2)NC1c1ccc(Br)cc1 (stereo not drawn)	-2.6%	-11%	9	-9	-6%	2	-2	-14%	-8
CCNC(=O)c1cnc2sc(N3CCCCCC3)nn2c1=O	5.2%	-4%	1	-3	1%	4	1	-2%	-1
Cc1ccc(NC(=S)N2CCN(c3ccccn3)CC2)c(C)c1	-0.3%	0%	-8	0	-2%	5	-10	5%	0
Cc1ccc(C(C)(C)C)cc1S(=O)(=O)Nc1cccc(S(=O)(=O)NC2=NCCC2)c1	1.7%	0%	6	6	-3%	-1	12	2%	-16
O=C(NC1CCCC1)C(c1ccc(F)cc1)N(Cc1ccc(Cl)cc1)C(=O)CCl (stereo not drawn)	1.4%	0%	7	40	-4%	3	9	4%	-6
CCN1CCN(Cc2ccc(NC(=O)c3ccc(C)c(NC(=O)C4=NN(c5ccccc5)C(=O)C4)c3)cc2C(F)(F)F)CC1	0.7%	-5%&-4%	-3	3	0%&-2%	4	-5	1%&8%	-6
c1cnc2nc3c4ccccc4c4ccccc4c3nc2c1	·	-6%	·	·	-2%	·	·	-3%	-33
O=C(COC(=O)/C=C/c1ccccc1)NC(=O)NC1CCCCC1	·	0%	·	·	0%	·	·	1%	-27
CCCc1ccc(C(C)NC(=S)NCc2ccc(F)cc2)cc1 (stereo not drawn)	-1.1%	2%	-5	-1	10%	80*	9	-5%	-9
CC1(C)CC(CCC(=O)Nc2ccccc2Cl)C(=O)O1 (stereo not drawn)	-1.2%	-2%	1	-6	-4%	3	7	-3%	3
COc1ccc(NC(=O)CN(C)C(=O)c2cc(-c3ccncc3)nc3ccccc23)cc1	-0.6%	-5%	3	1	-3%	0	10	-7%	-16
COc1ccc(N2CCN(C(=O)c3oc4ccccc4c3NC(=O)CCc3cc(OC)no3)CC2)cc1	-1.1%	-1%	-3	-3	1%	0	-1	-1%	-2
Cc1[nH]n2c(=O)cc(C(C)(C)C)nc2c1-c1ccccc1	4.6%	5%	4	-3	-1%	0	3	-19%	-12
CC(C)/C=N/NC(=O)c1ccc(Cl)cc1	0.9%	1%	-6	4	4%	2	-25	0%	-8
O=C(O)c1cccc(Nc2nc(-c3ccccc3)nc3ccccc23)c1	1.1%	0%	0	-3	-5%	2	-3	-11%	1
CN1CCN(S(=O)(=O)c2ccc(NCc3ccc4c(c3)OCO4)nc2)CC1	-0.5%	0%	-5	-33*	0%	0	2	3%	-13
COc1ccc(-c2ccc(SCC(=O)N3CCN(c4ccccc4)CC3)nn2)cc1	2.4%	-4%	-3	9	-5%	1	0	-15%	-4
CCC(=O)Nc1ccccc1-c1nc2ccccc2n(CC(=O)c2ccc(Cl)cc2)c1=O	9.4%	5%	-3	-14	-3%	-1	-1	-2%	-8
Clc1ccc(C=Cc2ccccn2)c(Cl)c1	·	-6%	·	·	5%	·	·	4%	-16
Cn1c(CNc2ccccn2)c(C#N)c2ccccc21	1.3%	-22%	-2	-2	-4%	2	-24	-2%	-7
CCN(CC)CCN1C(=O)/C(=C\c2ccc(Cl)c([N+](=O)[O-])c2)SC1=Nc1ccc(OC)cc1	0.3%	?	-1	-13	-13%	1	·	0%	-21
Cc1cc(C)n(-c2nc3ccccc3nc2N2CCCCCC2)n1	0.2%	-2%	5	4	0%	2	2	-16%	-30
CCc1c(C)sc(NC(=O)CSc2nc3c(c(C(F)(F)F)n2)CCc2ccccc2-3)c1C#N	15%	0%	-4	-11	-3%	2	4	-1%	1
COC(C(=O)Nc1ccc(F)c(F)c1)c1ccccc1 (stereo not drawn)	·	-3%	·	·	-2%	·	·	-15%	-8
C=Cc1ccc(Cn2ccn(-c3ccc(F)c(F)c3)c(=O)c2=O)cc1	0.7%	1%	-4	-26	-3%	3	7	6%	10
Cc1nnc(SCC(=O)Nc2sc3c(c2C(N)=O)CCC(C)C3)[nH]c1=O (stereo not drawn)	4.8%	2%	-7	-47*	-6%	1	-7	4%	0
Cc1cccc2c1NC(C)CC2C (stereo not drawn)	0.6%	3%	-3	-23	-4%	4	-7	11%	-11
O=C(Cc1ccccc1)NC1CCN(S(=O)(=O)c2ccc(C(=O)O)cc2)CC1	-0.7%	3%	1	0	3%	8	7	-1%	-5
OC(CN1CCN(Cc2ccccc2)CC1)c1ccccc1 (stereo not drawn)	2.9%	0%	-4	2	-5%	2	·	0%	-6
CC(=O)Nc1c(C(N)=O)oc2ccc(Cl)cc12	5.7%	0%	3	-18	-3%	4	6	-5%	1
C=CCn1c(SCCN2C(=O)c3ccccc3C2=O)nc2scc(-c3ccc(F)cc3)c2c1=O	·	3%	·	·	2%	·	·	-3%	5
CCc1ccccc1NC(=O)CN(C1CCCCC1)S(C)(=O)=O	0.6%	-2%	-6	-15	-3%	0	4	-6%	8
O=C(O)c1cnn(-c2ccccc2)c1-n1cccc1	0.8%	0%	-2	-3	-4%	1	0	0%	1
Nn1c(SCc2nc3ccccc3[nH]2)nnc1C1CCCCC1	2.2%	0%	-2	-11	-3%	0	12	4%	-23
Cc1c(C(=O)O)sc(S(=O)(=O)N2CCN(C(=O)Cc3ccccc3Cl)CC2)c1C(=O)O	0.2%	-1%	-10	8	-1%	2	7	-3%	8
COc1ccc(-c2nc3ccccc3nc2-c2ccccc2)cc1OC	5.8%	-7%	3	5	-7%	1	3	3%	13
COc1cc(/C=N/NC(=O)CNC(=O)c2ccco2)ccc1O	-0.5%	-1%	-2	-48*	-2%	4	-2	4%	-1

Overlap with the part before: three entries, followed by the next part.
SMILES	RXFP1 agonist	Vif-A3G inh	D1 PAM	D1 antagonist	GRP78 ERSR act	D1 agonist	D2 PAM	Vif-APOBEC3F blk	RXFP1 antagonist
Cc1c(C(=O)O)sc(S(=O)(=O)N2CCN(C(=O)Cc3ccccc3Cl)CC2)c1C(=O)O	0.2%	-1%	-10	8	-1%	2	7	-3%	8
COc1ccc(-c2nc3ccccc3nc2-c2ccccc2)cc1OC	5.8%	-7%	3	5	-7%	1	3	3%	13
COc1cc(/C=N/NC(=O)CNC(=O)c2ccco2)ccc1O	-0.5%	-1%	-2	-48*	-2%	4	-2	4%	-1
O=C(NCCN1CCC(Cc2ccccc2)CC1)C1CCN(S(=O)(=O)N2CCC3(CC2)OCCO3)CC1	-5.2%	-3%	-4	6	-3%	4	-17	1%	-1
Cc1ccccc1C(=O)NC(=S)Nc1ccc(S(=O)(=O)N2CCN(C)CC2)cc1	-0.8%	1%	-12	-4	-4%	7	9	-9%	-4
Cc1ccc(NC(=S)Nc2cc(-c3ccccc3)[nH]n2)cc1Cl	?	1%	8	21	0%	4	-14	3%	-31
COc1ccc(-c2cc3ccccc3[nH]2)cc1	4.0%	-2%	-2	3	5%	1	-5	-10%	-16
N#CC1=C(N)NC(SCC(=O)Nc2ccc(Br)cc2)=C(C#N)C12CCCCC2	0.2%	-1%	4	10	-14%	7	-18	-6%	-21
CCN(CC(=O)Nc1ccc(NC(C)=O)cc1)C(=O)c1cccc(-n2cccc2)c1	0.9%	-7%	-1	-9	-1%	0	-2	6%	2
Cc1ccc(CNC(=O)CCc2c(C)nc3c4c(C)cc(C)nc4nn3c2C)cc1	2.0%	-3%	-2	2	-3%	-3	30	-6%	-5
COC(=O)c1cccc(NC(=S)N2CCN(C)CC2)c1	-1.1%	0%	-3	-1	-3%	3	1	3%	0
O=C(Cc1ccccc1)NN1C(=O)/C(=C/c2ccc(C(=O)O)cc2)SC1=S	0.7%	2%	-5	8	-3%	2	-1	0%	13
O=C1CSC(c2cccnc2)N1CCc1ccccn1 (stereo not drawn)	3.1%	0%	-1	0	0%	7	-3	2%	2
Cc1cccc(CNC(=O)c2cccc(NC(=O)N3CCSc4ncccc43)c2)c1	-0.8%	0%	-4	-35*	0%	1	6	6%	-13
CNc1nc(N)c(C(=O)C(C)(C)C)s1	-3.0%	5%	-5	-8	-1%	1	7	-1%	-16
c1ccc(OCc2nnc3n2N=C(c2ccccc2)CS3)cc1	-2.7%	-2%	0	2	-1%	3	-12	0%	-5
CC(=O)N1CCc2c(sc3c2c(=O)n(-c2ccc(C)cc2)c(=O)n3Cc2c(F)cccc2Cl)C1	6.4%	2%	-2	10	-1%	2	19	-17%	·
O=C(COC(=O)c1cncc(Br)c1)NCc1ccc(Cl)cc1	-0.9%	-1%	5	6	1%	5	5	2%	2
c1ccc(OCCN2CCOCC2)cc1	0.8%	1%	-1	6	-1%	3	3	-7%	0
COc1ccc(CNC(=O)CCCn2nc(C)c([N+](=O)[O-])c2C)cc1OC	3.8%	1%	-1	2	-8%	-1	-5	-18%	4
O=C1c2ccccc2C(=O)N1c1cccc2cccnc12	-0.6%	0%	1	-1	1%	4	-12	-3%	3
O=C(CCC(=O)c1cccs1)NNC(=O)c1ccc(Cl)cc1	0.2%	1%	·	-12	0%	4	1	3%	-6
CC1CCCN(c2ccc(C(=O)NCc3ccco3)cc2[N+](=O)[O-])C1 (stereo not drawn)	-0.1%	-1%	6	11	-1%	0	-2	-32%	-11
COc1ccc(-n2nc3cc(C)c(N)cc3n2)cc1Cl	11%	-2%	-11	18	-4%	0	6	0%	0
CC(C)(C)c1ccc(C(=O)Nc2ccc(N3CCOCC3)cc2)cc1	0.2%	-6%	16	1	-3%	5	2	-10%	-20
Cc1cc(C(F)F)n2nc(C(=O)Nc3ccc(S(=O)(=O)NC45CC6CC(CC(C6)C4)C5)cc3)nc2n1	-1.9%	4%	6	-1	-4%	3	-8	-5%	12

Assay outcomes as filed in PubChem BioAssay.
